Screens as filed in PubChem BioAssay.
RmlC RmlD mix = inhibitors of RmlC and RmlD coupled enzymes; RmlC/RmlD coupled enzyme inhibition, 384-well mixture HTS; inhibition, % at 5.5 µM; 0.39% of 110,000 active; in the data active = inhibition above about 30%, passing the limit was not always enough; note: strong numbers were not always called active
HIV RNase H inh = blocks HIV-1 RNase H cleavage of RNA/DNA duplex; RT-RNase H RNA/DNA duplex cleavage, fluorescence; inhibition, % at 10 µM; 1.9% of 65,000 active; AID 565; in the data active = inhibition above about 50%
The depositor's hits bear a star; . = not tested or not shown. This is a subset (hit frequency here may not be typical).

The opening two compounds as a preview:
SMILES	RmlC RmlD mix	HIV RNase H inh
O=C(NCc1ccco1)c1cnn2c(C(F)(F)F)cc(-c3cccs3)nc12	13	-9
COC(=O)c1nc(-c2ccc(C)cc2)oc1N(C)C	-15	-7

The listing, from the first entry:
SMILES	RmlC RmlD mix	HIV RNase H inh
O=C(NCc1ccco1)c1cnn2c(C(F)(F)F)cc(-c3cccs3)nc12	13	-9
COC(=O)c1nc(-c2ccc(C)cc2)oc1N(C)C	-15	-7
CCOc1ccccc1C(=O)N1CCN=C1SC	4	-35
CCCNC(=O)C1(CC2CC(c3ccccc3)=NO2)CCNCC1 (centres undefined)	-95	.
CCn1nnc(-c2ccccc2NS(=O)(=O)c2ccc(C(=O)OC)cc2)n1	-7	-5
CCCCN1C(=S)NC[C@@H]1Cc1ccc(O)cc1	3	.
COc1ccc(Nc2nc(C)cc(=O)[nH]2)cc1	-15	.
CCOc1ccc(N2C(=O)CC(SC(=NC)Nc3cccc(F)c3)C2=O)cc1 (centres undefined)	8	-4
Cc1c(NC(=O)c2ccccc2N)cccc1C(=O)O	63	-1
CCCCCn1c(SCC(=O)c2ccccc2)nc2cc(C(=O)NCc3ccco3)ccc2c1=O	0	.
O=c1cc(-c2ccccc2)c2ccccc2[nH]1	-5	-44
CN(C)c1ccc(N/C=C/C(=O)C(C)(C)C)cc1	19	.
COCCNc1nc(=S)[nH]c2cc(OC)c(OC)cc12	5	-7
CCCCOC(=O)C1=C(C)Nc2ncnn2C1c1cc(OC)c(OC)cc1OC (centres undefined)	-6	0
O=C(c1cnn2c(C(F)(F)F)cc(-c3ccco3)nc12)N1CCCc2ccccc21	7	-3
COc1cc(O)cc2c1[C@@H]1Oc3c(ccc(O)c3CC=C(C)C)[C@@H]1CO2	7	.
c1ccc(-n2nc3ccccc3n2)cc1	-9	.
O=C1CC(N2CCN(c3ccccc3Cl)CC2)C(=O)N1c1ccccc1 (centres undefined)	-14	6
Cc1nc2ccccc2n1-c1nc(-c2ccco2)cc(C(F)(F)F)n1	-11	-21
C=CC(COCc1ccccc1)N(C(=O)OC(C)(C)C)S(=O)(=O)c1ccccc1Br (centres undefined)	5	.
O=C(Nc1ccccc1)C1=C[C@H](c2ccc(C(F)(F)F)cc2)C[C@H](OCCCCO)O1	-13	.
C/C=C\C(=O)Nc1cccc(C2=NOC3(C2)C[C@@H](C(N)=O)N(C(=O)c2ccccc2)C3)c1 (some centres undefined)	6	.
CCOc1cccc(-c2nnc(SCC(=O)Nc3cccc(OC)c3)n2N)c1	-49	-1
Cc1[nH]c2ccc(F)cc2c1CCN(Cc1ccncc1)C(=S)Nc1cccc(F)c1	6	.
Cc1ccc2c(c1)N(CCC(=O)NCc1cccs1)C(=O)C(C)O2 (centres undefined)	-11	.
COc1ccc2nc(NC(=O)c3ccoc3C)sc2c1	-232	7
Oc1ccc2ccccc2c1CN1CCN(c2ccccc2F)CC1	-1	-3
O=C(NCC1CCCO1)c1ccc2c(c1)C(=O)N(C1CCCCC1)C2=O (centres undefined)	5	6
CN(C)c1ccc(C(c2nnnn2C2CCCCC2)N2CCN(C(=O)c3ccco3)CC2)cc1 (centres undefined)	.	5
O=C(CCNS(=O)(=O)c1cccs1)NCc1ccccc1	-1	.
O=c1cc2c(nn1Cc1ccc(Cl)cc1)-c1ccccc1CC2	13	.
C=CCn1c(SCC(=O)c2ccc(CNC(C)=O)o2)nc2scc(C3CC3)c2c1=O	-4	30
Cc1ccc(-c2nc3cnccn3c2Nc2ccc3c(c2)OCCO3)o1	-4	15
CCc1cc(/C(Cc2csc(C)n2)=N/O)c(O)cc1O	-2	.
CC(=O)N1CCc2cc(S(=O)(=O)NC(C(=O)NCc3ccccc3)C(C)C)ccc21 (centres undefined)	0	-8
Cc1ccccc1OCCNC(=O)CNC(=O)c1ccccc1O	-2	10
O=C(NCc1ccc2c(c1)OCO2)C(c1ccco1)N(C(=O)c1csnn1)c1ccccc1 (centres undefined)	19	3
COc1ccccc1Cn1c(=O)[nH]c2cccnc21	5	-54
CN1CCC(=NNC(=O)C(=O)NC(C)(C)C)CC1	-1	.
CC(C)(C)OC(=O)N1CCN(C(=O)Cn2cc(CCO)nn2)CC1	7	.
CS(=O)(=O)N1CCc2cc(C(=O)OCC(=O)c3ccccc3)ccc21	12	-17
CC(=O)N(C)c1ccc(NC(=O)/C=C/c2ccccc2Cl)cc1	-10	.
O=C(NCCc1ccccc1)[C@@H]1CC=C[C@@H]2CCN(Cc3ccccc3)C(=O)[C@@H]21	-13	.
COc1ccc(-c2nnc(SCC(=O)Oc3ccc(C)cc3)o2)cc1	-10	.
COc1ccc2[nH]c(=O)c(CN(Cc3nnnn3Cc3ccccc3)CC3CCCO3)cc2c1 (centres undefined)	17	-4
N#Cc1c(C(F)(F)F)cc(-c2ccccc2)nc1SCc1nc(N)nc(N2CCOCC2)n1	-17	-2
CCOC(=O)N1CCN(c2c(NCCCN(CC)CC)c(=O)c2=O)CC1	4	.
Cc1cccc(OCC(=O)Nc2cccc3nsnc23)c1	-39	.
NC(=O)CCn1nc(-c2ccccc2)c2ccccc2c1=O	-9	-18
N#CCCN1CCN(CCC#N)CC1	-3	-3
CC(C)(C)c1ccc(OC(=O)c2cccnc2)cc1	-5	.
O=C1N2CCCc3cccc(c32)C12Nc1ccccc1S2 (centres undefined)	1	27
COc1ccc(OC)c(NC(=O)CSc2nc(C)cs2)c1	-15	-67
COc1cccc(CNC(=O)C(=O)NCC2CCCO2)c1 (centres undefined)	-6	.
CCOc1ccc(C(=O)N(Cc2ccc(OC)cc2)Cc2cc3cc(OC)ccc3[nH]c2=O)cc1	-9	.
COc1ccccc1Oc1ccc(S(=O)(=O)NCc2ccccn2)cc1	-7	-15
CCOC(=O)CSc1nc(C2CC2)cc(-c2ccc(F)cc2)c1C#N	10	.
CCOc1cc(C2Nc3ccccc3C(=O)N2c2ccccc2)ccc1O (centres undefined)	-11	-1
Cc1ccc(SCCC(=O)NC(C)(C)C)cc1	0	.
Cc1cc(C)cc(NC(=O)N2CCC(c3nc4ccccc4o3)CC2)c1	6	2

Reprinted at random: six records from the list, in no set order.
SMILES	RmlC RmlD mix	HIV RNase H inh
CCOc1cc(C2Nc3ccccc3C(=O)N2c2ccccc2)ccc1O (centres undefined)	-11	-1
Cc1cc(C)cc(NC(=O)N2CCC(c3nc4ccccc4o3)CC2)c1	6	2
CCOc1ccc(C(=O)N(Cc2ccc(OC)cc2)Cc2cc3cc(OC)ccc3[nH]c2=O)cc1	-9	.
CCOC(=O)CSc1nc(C2CC2)cc(-c2ccc(F)cc2)c1C#N	10	.
CC(C)(C)c1ccc(OC(=O)c2cccnc2)cc1	-5	.
COc1cccc(CNC(=O)C(=O)NCC2CCCO2)c1 (centres undefined)	-6	.

(more compounds)
SMILES	RmlC RmlD mix	HIV RNase H inh
COc1ccc(Nc2nnc(SCc3cc([N+](=O)[O-])cc4c3OCOC4)s2)cc1	9	.
COc1cc(S(=O)(=O)NCC2OCCc3ccccc32)ccc1-n1cnnn1 (centres undefined)	-8	.
NC(=O)c1ccccc1	3	.
O=C(CCc1ccccc1)NCc1cccnc1	3	.
COc1ccccc1Cn1c(-c2ccco2)nc2nc3ccccc3nc21	-21	9
CCOC(=O)c1ccc(N2C(=O)C3ON(c4ccccc4)C(c4ccco4)C3C2=O)cc1 (centres undefined)	-10	-7
CCN(CC)c1ccc(NC(=O)COc2ccc(C)cc2)cc1	6	7
CN1CCC(N(C)C(=O)CCc2nc3ccccc3c(=O)[nH]2)CC1	12	.
COc1ccc(Nc2nc(-c3sc(N)nc3C)cs2)cc1	-16	3
CCCCn1c(SCC(=O)OCC)nnc1-c1ccoc1C	6	-7
O=C(Nc1ccccc1-c1ccccc1)c1ccco1	-8	-42
COc1ccc(S(=O)(=O)C(C#N)c2nc3ccccc3nc2N2CCCC(C)C2)cc1 (centres undefined)	-5	18
CC(C)c1ccc(NC(=O)C(c2ccc3c(c2)OCO3)N2CCCCC2)cc1 (centres undefined)	-36	.
CCCCC(=O)Nc1nn(CCC)c2nc3ccccc3cc12	9	-2
Cc1c(-c2ccccc2)[n+](=O)c2c(n1[O-])CCC2	-5	.
Cc1ccc(NC2=NCCCCC2)cc1C	-206	.
CCOC(=O)C1CCN(S(=O)(=O)c2ccc3[nH]c(=O)oc3c2)CC1	-4	-2
O=C(Nc1ccc2c(c1)OCCO2)C1CCN(S(=O)(=O)c2ccc(Br)s2)CC1	-13	-5
Cc1ccc2nc(NC3=NCN(C4CCCCC4)CN3)nc(C)c2c1	.	10
Cc1cc(C(=O)NCCCN2CCN(c3cc(Cl)ccc3C)CC2)n(-c2ccccc2)n1	5	.
CCCCOc1ncnc2c1[nH]c1ccccc12	1	3
CCOC(=O)C1=C(C)NC(=O)CC1c1ccccc1 (centres undefined)	-4	-31
CN(C(=O)COc1cccc(Br)c1)C1CCS(=O)(=O)C1 (centres undefined)	2	0
COc1cc2c(cc1OC)C(=O)CCS2	-5	.
COc1cccc(NC2SC(=O)N(c3ccccc3)C2=O)c1 (centres undefined)	-19	-2
c1ccc2c(c1)CCN(Cc1nnnn1Cc1ccc3c(c1)OCO3)C2	9	-14
Cc1cccc(C)c1OCc1nnc2c3cnn(C)c3ncn12	-7	-7
Cc1nn(C)cc1NC(=O)CCSc1nc(-c2ccco2)cc(C(F)(F)F)n1	.	-1
Cc1ccc([N+](=O)[O-])c2cccnc12	-9	.
Cc1cc(NC(=O)CCC(=O)N(c2ccccc2)C(C(=O)NC2CCCC2)c2ccncc2)no1 (centres undefined)	-2	-10
Cn1c(SCC(=O)OC2CCCCC2)nnc1-c1ccc2c(c1)OCO2	6	5
CCOC(=O)c1c(N2C(=O)Nc3cc(Cl)c(Cl)cc3N2O)sc2c1CCCCC2	-5	.
CCOc1ccccc1NC(=O)CSc1nnc(-c2ccccc2Cl)n1Cc1ccco1	-2	2
CCOc1ccccc1N1CC(C(=O)Nc2ccc(C(=O)O)cc2)CC1=O (centres undefined)	.	-2
O=C(Nc1cccc(O)c1)c1cc(-c2ccco2)on1	6	.
O=S(=O)(N1CCCCC1)n1c(Cc2ccccc2)nc2ccccc21	-7	-52
COc1ccc(NC(C)=O)cc1NC(C)C(=O)Nc1cccc2ccccc12 (centres undefined)	-10	.
Cc1ccc(OCCn2c(=O)cnc3ccccc32)cc1	43	-87
COC(=O)C1=C(c2cccc(OC)c2OC)C[C@@H]2CC[C@H]1N2C(=O)N1CCCC1	7	.
Oc1c(Br)cc(Br)cc1/C=N/c1nc2c(s1)CCCC2	-10	.
CO[C@H]1C[C@@H]2CC[C@@H](C)[C@@](O)(O2)C(=O)C(=O)N2CCCC[C@H]2C(=O)O[C@H]([C@H](C)C[C@@H]2CC[C@@H](O)[C@H](OC)C2)CC(=O)[C@H](C)C=C(C)[C@@H](O)[C@@H](OC)C(=O)[C@H](C)C[C@H](C)C=CC=CC=C1C	.	-50
CC(Sc1nnc(-c2cccs2)n1-c1ccccc1)C(=O)NCc1ccc2c(c1)OCO2 (centres undefined)	-14	.
CC1(C)CC(NC(=O)C(F)(F)F)CC(C)(C)N1OC(=O)c1ccco1	3	-24
Cc1cc2cc(CNC(=O)Nc3cccc(Cl)c3)ccc2n1C	-5	.
Cc1c(C)c2ccc(OC3CCCCC3=O)cc2oc1=O (centres undefined)	.	-8
CS(=O)(=O)Nc1ccc(C(=O)NCCSCc2ccco2)cc1	-15	-2
Cc1cccc(N2C(=O)CC(N(C(=O)c3ccco3)c3cccc(C)c3)C2=O)c1 (centres undefined)	11	-21
O=C1NCCCC2c3c(cc(Br)c(O)c3Br)OC12N1CCCCC1 (centres undefined)	11	.
CCN(CC)S(=O)(=O)c1ccc2[nH]c(=O)[nH]c2c1	-15	-9
Cc1noc(C)c1S(=O)(=O)N1CCCC(C(=O)Nc2ccc(Cl)cn2)C1 (centres undefined)	-11	-13
CCOC(=O)c1c(C)[nH]c(/C(C)=N/O)c1C	1	-1
O=[N+]([O-])c1ccc(Nc2nc(N/N=C\c3ccc4c(c3)OCO4)nc(N3CCCCC3)n2)cc1	-4	.
O=[n+]1c2c(n([O-])c3cc(F)ccc31)CCCC2	.	11
Cn1c(C(=O)NCCC2=CCCCC2)cc2c(=O)n3ccccc3nc21	-164	-5
Cn1c(=O)[nH]c(=O)c2[nH]c(N(Cc3ccccc3)Cc3ccccc3)nc21	-4	12
CC(=O)NNc1ccc(C(F)(F)F)cc1[N+](=O)[O-]	-9	.
CC(=O)c1ccc(NS(=O)(=O)c2ccc(C)cc2)cc1	4	.
O=C1CCC(Cc2ccccc2)N1 (centres undefined)	2	-1
CC1CCCCN1C(=O)c1ccc(C(=O)N2CCCCC2C)cc1 (centres undefined)	-12	-1
CCCc1cc(C(=O)NCC(C)C)no1	7	-2
COc1ccc(OC)c(S(=O)(=O)N2CCN(C34CC5CC(CC(C5)C3)C4)CC2)c1	4	-18
CCc1nnc(SCc2ccc([N+](=O)[O-])cc2)nc1CC	6	.

One compound at a time, from the list above. Order of screens: RmlC RmlD mix, HIV RNase H inh
`O=C1NCCCC2c3c(cc(Br)c(O)c3Br)OC12N1CCCCC1` (centres undefined) is listed as 11, .
`CCc1nnc(SCc2ccc([N+](=O)[O-])cc2)nc1CC` is listed as 6, .
`CCN(CC)S(=O)(=O)c1ccc2[nH]c(=O)[nH]c2c1` is listed as -15, -9
`O=[N+]([O-])c1ccc(Nc2nc(N/N=C\c3ccc4c(c3)OCO4)nc(N3CCCCC3)n2)cc1` is listed as -4, .
`CCOC(=O)c1c(C)[nH]c(/C(C)=N/O)c1C` is listed as 1, -1
